Compound activity as filed in PubChem BioAssay.
LMNA splice mod: changes lamin A minigene splicing in HeLa cells; HeLa LMNA splicing GFP/RFP minigene ratio, 48 h; Potency, µM (highest dose often 46.1 µM), for the others: at the top dose ratio change, negative = inhibition, usual class: inhibitors; AID 1487; actives 0.01% (n = 200,000); active = well fitted inhibition curve with a large enough effect in the signal ratio, with a control signal flat, not every such curve was filed as active; inconclusive = small, poorly fitted or top-dose-only effect, or effect the other way, or a change in a side signal; the % refers to the signal ratio; note: % is set by controls: 0 for no effect and ±100 for the full control effect
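S3 HeLa stable clones carrying a lamin A-EGFP splicing minigene plus DsRed2 were seeded at 600 cells/well in Opti-MEM with 2% FBS, pin-dosed and incubated 48 h at 37°C. Acumen cytometry (488 nm) gave the GFP/RFP total-intensity ratio.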
L3MBTL1 block: inhibitors of human L3MBTL1; Q9Y468; AlphaScreen L3MBTL1–H3K9me1 peptide binding; Potency, µM (top dose mostly 57.1 µM), inactives show top-dose activity, negative = inhibition, hits mostly inhibitors; actives 0.66% (n = 230,000); AID 485360; note: % is set by controls: 0 for no effect and ±100 for the full control effect; nearly all actives have a fitted effect of over 60% in size
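L3MBTL1 50 nM + b-AHA-H3(1-15)K9me1 75 nM, 30 min RT; compound added, 30 min RT; streptavidin donor/Ni-chelate acceptor beads 10 ug/mL each final, 30 min RT dark; AlphaScreen read.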
Tau ThT inhib: inhibitors of human tau fibril formation, thioflavin T binding; P10636; recombinant tau K18 P301L (four-repeat tau fragment), heparin-induced fibrillization, ThT fluorescence; Potency, µM (top dose mostly 57.4 µM), for inactives: top-dose activity, negative = inhibition, hits mostly inhibitors; actives 2.1% (n = 270,000); note: % is set by controls: 0 for no effect and ±100 for the full control effect; nearly all actives have a fitted effect of over 55% in size
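In this qHTS, human K18 P301L tau is incubated with compound and heparin for 6 hr at 37 C, and Thioflavin T fluorescence then reports fibril load.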
SMN2 splice up: SMN2 splice variant enhancement | AID 1458 | HEK293 SMN2-luciferase splicing reporter, luminescence, 30-36 h | actives 2.8% (n = 210,000) | Potency, µM (doses to about 46.1 µM), for inactives: at the highest dose activity change, positive = activation, usual class: activators; note: % of control where 0% means no effect; nearly all actives have a fitted effect of over 55% in size
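HEK293 cells carry an SMN2 […]–luciferase reporter in which exon 7 inclusion puts luciferase in frame. Cells were plated 10-12 h before compound addition, then incubated 30-36 h at 37C. ONE-Glo luminescence was read; sodium butyrate at 4.5 mM final served as control.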
RECQ1 helicase: RECQ1 (human) helicase inhibition | P46063 | RECQ1 DNA unwinding, red fluorescence kinetic read | Potency, µM (doses to about 57.3 µM), for the others: at the top dose activity, negative = inhibition, hits mostly inhibitors | actives 0.54% (n = 240,000) | AID 2549;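 note: plate controls were vehicle for no effect and no enzyme for full effect; nearly all actives have a fitted effect of over 30% in size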
Target sequence (P46063 whole entry, looked up): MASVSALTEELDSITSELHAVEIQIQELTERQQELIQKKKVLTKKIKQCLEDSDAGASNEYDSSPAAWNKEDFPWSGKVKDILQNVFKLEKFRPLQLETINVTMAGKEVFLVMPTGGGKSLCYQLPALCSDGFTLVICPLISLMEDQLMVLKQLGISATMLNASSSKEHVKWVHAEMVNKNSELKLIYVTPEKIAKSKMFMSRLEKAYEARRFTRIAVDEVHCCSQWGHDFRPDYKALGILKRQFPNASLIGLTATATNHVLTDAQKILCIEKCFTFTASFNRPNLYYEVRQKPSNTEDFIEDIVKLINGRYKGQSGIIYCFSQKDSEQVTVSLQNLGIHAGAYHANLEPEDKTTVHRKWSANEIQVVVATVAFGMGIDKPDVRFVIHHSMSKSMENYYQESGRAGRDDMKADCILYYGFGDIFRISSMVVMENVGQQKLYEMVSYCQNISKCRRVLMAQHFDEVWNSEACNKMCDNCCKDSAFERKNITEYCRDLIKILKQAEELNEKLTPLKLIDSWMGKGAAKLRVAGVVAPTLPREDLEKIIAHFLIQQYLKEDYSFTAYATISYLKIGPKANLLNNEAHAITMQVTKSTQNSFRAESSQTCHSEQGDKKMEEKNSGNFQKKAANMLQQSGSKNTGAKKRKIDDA
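50 nM RECQ1T1 preincubated 15 min with compound in Tris pH 8.0 buffer with MgCl2, DTT, Tween-20 and 2.5 ug/ml poly(dI-dC); started with 200 nM TAMRA/BHQ-2 forked duplex and 2 mM ATP. Unwinding read as fluorescence (525/598 nm), two reads 2 h apart.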
ALDH1A1 block: inhibitors of human aldehyde dehydrogenase 1A1. AID 1030. P00352. Potency, µM (top dose mostly 75.3 µM), for inactives: top-dose activity, negative = inhibition, most hits filed as inhibitors. Purified ALDH1A1, NADH fluorescence, propionaldehyde substrate. actives 7.3% (n = 220,000); active = well fitted inhibition curve with a large enough effect, not every such curve was filed as active; inconclusive = small, poorly fitted or top-dose-only effect, or another doubt; inactive = no such curve, though single readings can be large or run the other way;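 note: plate controls were no enzyme wells and a reference inhibitor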
JMJD2E inh: blocks human JMJD2E demethylase activity | JMJD2E catalytic domain, FDH-coupled NADH fluorescence (FDH is formaldehyde dehydrogenase) | Potency, µM (doses to about 57.1 µM), for the others: top-dose activity change, negative = inhibition, most hits filed as inhibitors | actives 1.6% (n = 230,000) | AID 2147; active = well fitted inhibition curve with a large enough effect, not every such curve was filed as active; inconclusive = small, poorly fitted or top-dose-only effect, or another doubt; inactive = no such curve, though single readings can be large or run the other way;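 note: 0% = wells with enzyme and -100% = buffer wells without enzyme; nearly all actives have a fitted effect of over 50% in size; many of its hits are not listed in these tables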
Target sequence (B2RXH2 1-337 limits assumed): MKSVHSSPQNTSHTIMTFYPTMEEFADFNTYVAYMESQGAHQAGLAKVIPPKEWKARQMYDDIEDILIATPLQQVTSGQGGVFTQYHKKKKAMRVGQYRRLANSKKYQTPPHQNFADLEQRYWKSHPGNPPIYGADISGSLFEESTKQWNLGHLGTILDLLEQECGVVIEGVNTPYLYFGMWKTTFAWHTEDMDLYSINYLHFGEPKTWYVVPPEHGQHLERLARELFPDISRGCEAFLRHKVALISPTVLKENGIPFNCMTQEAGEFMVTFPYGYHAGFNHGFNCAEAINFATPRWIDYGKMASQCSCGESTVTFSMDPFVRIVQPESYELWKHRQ
Luc counter: blocks Kinase-Glo luciferase, a counter-screen artifact; Q27757; Potency, µM (series often up to 38.3 µM), inactives show at the top dose activity change, negative = inhibition, most hits filed as inhibitors; actives 0.28% (n = 200,000); Kinase-Glo luciferase, ATP luminescence, 8 min; note: % is set by controls: 0 for no effect and ±100 for the full control effect; nearly all actives have a fitted effect of over 60% in size
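Kinase-Glo luciferase light output from ATP and luciferin was measured with 10 uM ATP, within the enzyme's linear range. Buffer: 50 mM imidazole pH 7.2, 50 mM KCl, 7 mM MgCl2, 0.01% Tween 20, 0.05% BSA; luminescence read after 8 min at ambient temperature.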
Numbers without * were called inactive; i = inactive; u = inconclusive; x = not tested or not shown; & = joins results of further samples; [ ] = another dose, or the depositor's remark. Unless noted, calls come from the whole dose curve; as a rule, active = well fitted curve in the direction sought with a large enough effect; inconclusive = small, poorly fitted or top-dose-only effect, or another doubt; inactive = no such curve, though single readings can be large; an effect the other way counts as inactive or inconclusive. Potency is the fitted concentration of half-maximal effect.

SMILES	LMNA splice mod	L3MBTL1 block	Tau ThT inhib	SMN2 splice up	RECQ1 helicase	ALDH1A1 block	JMJD2E inh	Luc counter
CCOc1ccc(S(=O)(=O)NCCC(=O)NCc2ccco2)cc1	5%	x	0%	3%	-2%	2%	2%	-3%
CCCn1c(N)c(N2CCCCC2)c(=O)n(CC(=O)Nc2ccc(OC(F)(F)F)cc2)c1=O	10%	7%	-9%	19%	2%	-5%	-1%	-2%
O=C1CC(N(CCc2ccccc2)C(=S)Nc2ccccc2)C(=O)N1c1ccc(Br)cc1 (configuration not stated)	u	-19%	u	-40%[inhibitor]	u	u	-6%	1%
CC1CCN(c2nc3ccccc3nc2C(C#N)C(=O)NC2CCCCC2)CC1 (configuration not stated)	5%	x	-15%	23%	i	-1%	u	-5%
O=C(Nc1ccccc1F)Nc1ccccc1Br	-16%[46 µM]	5%	-1%	13%	16%	1%	9%	-6%
CCOC(=O)Cc1cnc(N)s1	x	x	-1%	-32%[inhibitor]	-1%	2%	8%	0%
Cc1ccc(OCC(=O)Nc2ccc(CN3CCCCC3)cc2)c(C)c1	-19%[46 µM]	-10%	-12%	-4%	25%	-5%	u	-7%
Cc1cccc(CSCc2ccc(C(=O)NC3CCCC3)o2)c1	x	x	-13%	-35%[inhibitor]	-4%	-16%	2%	-1%
O=C(NCc1cccnc1)c1cc(S(=O)(=O)N2CCCCC2)ccc1Cl	-9%	-7%[11.4 µM]	8%	-22%	i	20µM*	-2%	-1%
CC1=NCCN1CCNC(=O)Nc1ccc(C(C)(C)C)cc1	x	3%	6%	x	-12%	-4%	51%[activator]	x
Cc1sc2ncn(Cc3ccccc3F)c(=O)c2c1C	-6%[46 µM]	11%	-4%	x	-16%	-1%	9%	-1%
COc1ccccc1CNc1ncnc2nc[nH]c12	u	38%[activator]	3%	-32%[inhibitor]	11%	2%	3%	0%
O=C(NCCc1ccncc1)Nc1ccccc1Cl	2%	7%	3%	u	2%	-2%	9%	-1%
O=C1Nc2ccc(NS(=O)(=O)c3cccs3)c3cccc1c23	u	-13%	u	u	-9%	16µM*	12%	-4%
COc1ccc(NC2=CC(c3ccc(OC)cc3)N(c3ccc(OC)cc3)C2=O)cc1 (configuration not stated)	3%[46 µM]	-29%	u	-12%	i	21%	u	-3%
CCC(=O)NC1=C(C#N)C2(CCCC2)Cc2ccccc21	13%	-2%	-4%	-2%	0%	1%	9%	-4%
O=C1/C(=C/N(C(=O)c2ccco2)c2ccc(Cl)cc2)Sc2ccccc21	3%	-8%	u	14µM*	-4%	-6%	u	-16%
CC(=O)N1CCN(C(=S)c2ccc(-c3ccc(Cl)cc3)o2)CC1	8%	-14%	-12%	x	-13%	0%	3%	x
CCOc1ccc2nc(NC(=O)NC3CCCCC3)sc2c1	-2%[46 µM]	0%	u	19%	i	-4%	-5%	1%
CCOC(=O)c1ccc(NC(=O)C(C)Sc2nc(O)c(-c3ccccc3)c(=O)[nH]2)cc1 (configuration not stated)	u	10%	u	3%	i	-6%	-9%	0%
Cc1cc(N/C(=N\S(=O)(=O)c2ccc(F)cc2F)c2ccccc2)no1	3%	x	-3%	-3%	5%	13%	-1%	-3%
O=C(Cc1ccccc1[N+](=O)[O-])NCc1ccco1	x	x	2%	x	-3%	u	-5%	x
CSCc1nnc(NC(=O)c2ccc(S(=O)(=O)N(C)C)cc2)o1	x	u	0%	-1%	i	-3%	-28%	3%
CC(=O)c1cc(CN2CCN(CCC(C)C)C(CCO)C2)cs1 (configuration not stated)	x	5%	-15%	x	-10%	x	-8%	x
COC(=O)COc1cccc2c(=O)n(CC(=O)NCCc3ccc(OC)c(OC)c3)ccc12	u	33%[activator]	-3%	12%	-10%	3%	5%	-2%

Further entries
SMILES	LMNA splice mod	L3MBTL1 block	Tau ThT inhib	SMN2 splice up	RECQ1 helicase	ALDH1A1 block	JMJD2E inh	Luc counter
CCc1cc(C(=O)Cc2ccc(F)cc2)c(O)cc1O	u	4%	-14%	-23%	-6%	-1%	u	1%
COc1ccc(-c2nnc(SC)n2C)cc1	-3%	5%	-1%	2%	0%	11%	5%	-5%
CC(=O)Nc1nnc(SCc2ccc(F)cc2)s1	4%	3%	-7%	u	-2%	12%	-1%	-3%
COc1cc(C2NC(=O)NC(O)(C(F)(F)F)C2C(C)=O)cc(OC)c1OC (configuration not stated)	4%	0%	-3%	5%	-3%	u	3%	1%
C[C@]12C=CC(=O)C=C1CCC1C2C(=O)C[C@]2(C)C1CC[C@]2(O)C(=O)CO (some centres not stated)	x	x	-4%	1%	i	-3%	5%	-6%
COc1cc(OC)cc(-c2cc3nc(C)c(CCC(=O)NCc4ccccc4)c(C)n3n2)c1	x	x	u	-7%	-4%	x	u	x
Cc1nnc(NC(=O)COc2ccccc2)s1	8%	x	-18%	4%	-6%	11%	3%	-5%
CCOC(=O)c1ccc(NC(=O)C2CC2)cc1	1%	5%	-6%	-21%	-5%	0%	5%	0%
COc1ccccc1NS(=O)(=O)c1cc(NC(=O)C(C)C)ccc1N1CCCCC1	x	5%	-6%	2%	-5%	9.5µM*	-22%	-2%
Cn1c(O)c(N=Nc2ccc(F)cc2)c2ccccc21	15%[46 µM]	-22%	13µM*	8%	i	u	-25%	-4%
CCOc1cc(/C=N/O)ccc1OCc1ccccc1F	3%	7%	-7%	29%	-9%	0%	7%	0%
CC(C)(C)NC(=S)N/N=C/c1cccnc1	x	-3%	3%	x	-1%	x	0%	x
Cc1ccc(S(=O)(=O)NCCc2nnc3ccc(SCC(=O)Nc4nc(C)cs4)nn23)cc1	0%	-2%	0%	13%	-8%	9%	5%	15%
O=C(O)CCN(Cc1ccccc1)S(=O)(=O)c1c(Cl)cccc1Cl	x	-23%	9%	3%	-5%	-5%	-3%	4%
S=c1[nH]nc(COc2ccc(Cl)cc2)n1Cc1ccccc1	-5%[46 µM]	-5%	2%	3%	20%	5%	5%	-2%
CC1=C(C(=O)Nc2cc(C)ccc2C)C(c2cccs2)NC(=S)N1 (configuration not stated)	9%[0.0737 µM]	-1%	-9%	-12%	-5%	5.6µM*	-5%	0%
Cc1ccc(S(=O)(=O)N2CCC(=O)N(C(COCc3cccc(Cl)c3)C(C)C)CC2)cc1 (configuration not stated)	u	5%	u	-21%	-2%	u	1%	1%
S=c1nccc(-c2cccs2)[nH]1	2%[46 µM]	-4%	-15%	3%	i	11%	-6%	-2%
O=C(N/N=C/C(Cl)=C\c1ccccc1)c1ccco1	x	1%	4%	x	1%	x	-6%	x
CCOC(=O)C(C(=O)OCC)C(Nc1cccc(Br)c1)c1ccccc1 (configuration not stated)	u	1%	u	-8%	-10%	-1%	3%	-4%
COC(=O)[C@H]1C(OC)[C@@H](OC(=O)c2cc(OC)c(OC)c(OC)c2)C[C@@H]2CN3CCc4c([nH]c5cc(OC)ccc45)[C@H]3C[C@H]21 (some centres not stated)	u	x	10µM*	10%	-7%	u	u	-3%
CCOc1nc2ccccc2nc1C	6%	-3%	2%	32%	i	10%	10%	-4%
c1ccc(-c2ccccn2)nc1	u	-3%	-7%&-7%	-9%&-6%	-3%&-14%	3%&9%	u	0%&-2%
Cc1cccc(OCC(=O)N(Cc2ccc(N(C)C)cc2)C2CCS(=O)(=O)C2)c1 (configuration not stated)	x	-15%	-3%	x	i	x	7%	x
O=C(NC1CCCCC1)C(c1ccc(F)cc1)N(Cc1ccc2c(c1)OCO2)C(=O)c1cnsn1 (configuration not stated)	1%	2%	1%	-32%[inhibitor]	1%	14%	-2%	7%

Next part.
SMILES	LMNA splice mod	L3MBTL1 block	Tau ThT inhib	SMN2 splice up	RECQ1 helicase	ALDH1A1 block	JMJD2E inh	Luc counter
COC(=O)c1cc(Br)c(=O)n(-c2ccc(F)cc2)c1	1%	x	0%	-22%	-2%	-4%	-1%	-1%
O=C(c1cccnc1)N1N=C(C2CCCCC2)CC1(O)C(F)(F)F (configuration not stated)	u	54%[activator]	-10%	x	-7%	13µM*	14%	-1%
Cc1ccc(S(=O)(=O)Nc2ccc3c(c2)ncn3C(C)(C)C)cc1	0%	-1%	-3%	-17%	-10%	1%	1%	2%
CC1=CC(=O)C=CC1(C)C(Cl)(Cl)Cl (configuration not stated)	5%	2%	0%	0%	-13%	0%	-13%	1%
CCn1nnnc1SCC(=O)c1cc(OC)ccc1OC	10%	-5%	-2%	-6%	1%	14µM*	1%	-2%
CC(C)NC(=O)C1CCN(C(=O)c2cc3sccc3n2Cc2ccc(F)cc2)CC1	0%	x	-19%	-75%[inhibitor]	-6%	13µM*	2%	-2%
COc1cccc(Cn2c(=O)c(C)nc3cnc(N4CCNCC4)nc32)c1	x	x	x	-2%	-29%	u	x	-2%

Only part of the results is shown; rates above refer to the full screens.
